PTHR1 ag: agonists of human PTHR1 parathyroid hormone receptor. Q03431. HEK293 GP2 PTHR1 cells, GloSensor cAMP luminescence, 1 h. Potency, µM (series often up to 115 µM), inactives show at the top dose activation, actives largely listed as activators. 410,000 tested, 0.075% active. AID 743266; note: potency is the fitted concentration of half-maximal effect; nearly all actives have a fitted effect of over 55% in size; some results filed as inactive show a strong effect at the top dose; inactives centre near -15; many of its hits are not listed in these tables
Target sequence (Q03431 whole entry, looked up): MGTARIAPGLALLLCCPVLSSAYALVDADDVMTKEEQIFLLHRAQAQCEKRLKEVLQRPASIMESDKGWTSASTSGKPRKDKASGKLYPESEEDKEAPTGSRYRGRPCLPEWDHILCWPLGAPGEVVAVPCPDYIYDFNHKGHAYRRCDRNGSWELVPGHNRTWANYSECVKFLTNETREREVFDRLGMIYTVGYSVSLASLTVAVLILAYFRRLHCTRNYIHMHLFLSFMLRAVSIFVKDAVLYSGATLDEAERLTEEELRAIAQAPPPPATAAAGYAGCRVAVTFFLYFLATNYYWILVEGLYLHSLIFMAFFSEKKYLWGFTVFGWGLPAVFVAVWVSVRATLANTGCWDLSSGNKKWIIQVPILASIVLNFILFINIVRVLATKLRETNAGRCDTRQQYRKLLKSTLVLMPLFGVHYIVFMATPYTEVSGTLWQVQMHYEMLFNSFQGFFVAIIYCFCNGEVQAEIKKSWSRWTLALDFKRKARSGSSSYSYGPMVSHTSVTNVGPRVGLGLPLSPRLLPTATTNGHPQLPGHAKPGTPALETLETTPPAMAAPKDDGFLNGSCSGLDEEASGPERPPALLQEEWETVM
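HEK-293-derived GP2 cells expressing PTHR1 and a GloSensor cAMP reporter, 3,000/well, plated overnight, given luciferin plus IBMX (each 0.5 mM as added) for 1 h at 37 °C, then compound for 1 h at 37 °C. Luminescence was read after 15 min at room temperature.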
PI5P4Ka inh: PI5P4K alpha (human) kinase inhibition; P48426; PI5P4Kalpha enzyme, ADP-Glo luminescence, 60 min; active compounds read low; max response, %; 330,000 tested, 1.2% active; active = max response of -50% or lower; inconclusive = between -30% and -50%; inactive = -30% or higher; note: value at the top dose of about 77 µM; % is set by controls: 0 for no effect and ±100 for the full control effect
Target sequence (P48426 whole entry, looked up): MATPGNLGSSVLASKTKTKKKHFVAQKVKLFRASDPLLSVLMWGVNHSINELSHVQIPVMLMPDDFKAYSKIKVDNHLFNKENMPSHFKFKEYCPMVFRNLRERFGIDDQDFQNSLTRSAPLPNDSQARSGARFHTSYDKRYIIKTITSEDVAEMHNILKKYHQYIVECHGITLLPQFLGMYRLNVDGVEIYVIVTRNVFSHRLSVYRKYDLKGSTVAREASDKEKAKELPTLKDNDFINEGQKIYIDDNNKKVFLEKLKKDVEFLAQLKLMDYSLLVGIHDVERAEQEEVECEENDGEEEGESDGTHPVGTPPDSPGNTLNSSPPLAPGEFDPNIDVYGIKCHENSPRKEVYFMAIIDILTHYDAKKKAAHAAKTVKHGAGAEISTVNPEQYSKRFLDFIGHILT
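Reactions run in 0.038 M HEPES pH 7.4, 0.28 mM EGTA, 0.1% CHAPS and 5% DMSO, with PI5P4Kalpha, substrate, compound and 5 microM ATP final, one hour at room temperature. Readout is ADP-Glo luminescence.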
PLK1 PBD block: blocks phosphopeptide binding to human PLK1 polo-box domain; P53350; Potency, µM, for inactives: max response, negative = inhibition, hits mostly inhibitors; 360,000 tested, 2.8% active; Plk1 PBD binding of FITC phosphopeptide, fluorescence polarization; AID 720504; note: potency is the fitted concentration of half-maximal effect; series mostly up to about 57 µM; % is set by controls: 0 for no effect and ±100 for the full control effect; nearly all actives have a fitted effect of over 65% in size
GLP-1R agonist: agonists of human GLP-1 receptor | P43220 | HEK293 GLP-1R CRE-luciferase, luminescence, 4-6 h; cells express a hypersensitive GLP-1R form | Potency, µM (titrated, usually from 45.6 µM), without a hit: at the top dose activation, hits mostly activators | 380,000 tested, 0.007% active | AID 624172; note: potency is the fitted concentration of half-maximal effect; % of control where 0% means no effect
IL2 activator: activates IL-2 in a cell-based reporter assay. IL-2 activation reporter assay, cell-based qHTS; stimulated with anti-CD3/CD4/CD28 beads; in transgenic mouse T cells. AID 652025. activation, % (series mostly up to about 46 µM). 360,000 tested, 0.065% active; in the data active = activation above about 50%; inconclusive = mostly about 30% to 49%; note: 0% is about no effect
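First, unstimulated transgenic mouse T cells were exposed to compound for 60 min. Next, anti-CD3/anti-CD4-coated beads with anti-CD28 were added. Finally, after 18 h at 37 degrees C, EGFP and DsRed were imaged.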
GLP1R cytotox: cytotoxicity in counter-screen for GLP-1R inverse agonists; Potency, µM (series often up to 38.3 µM), without a hit: at the highest dose activity change, negative = inhibition, hits mostly inhibitors; 410,000 tested, 0.13% active; HEK293 cAMP-luciferase reporter cells, luminescence, 24 h;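 note: loss of luciferase light is scored as toxicity; potency is the fitted concentration of half-maximal effect; % is set by controls: 0 for no effect and ±100 for the full control effect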
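1536-well qHTS counterscreen of the MLSMR; 200 cells/uL, 12 h pre-incubation, 23 nL cpd, 24 h at 37 deg C 5% CO2, luciferase detection reagent, 12 min RT, luminescence. Inhibition = undesired.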
EPAC1 agonist: EPAC1 (human) agonism. O95398. AID 720707. EPAC1 agonist qHTS, biochemical assay; response scale: 100% = response to 6.5 mM cAMP. Potency, µM (titrated, usually from 154 µM), for inactives: at the top dose activation, actives largely listed as activators. 360,000 tested, 0.073% active; note: potency is the fitted concentration of half-maximal effect; nearly all actives have a fitted effect of over 60% in size
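Nucleotide exchange assay: 100 nM EPAC1 with 250 nM Rap1B loaded with BODIPY-GDP and 50 uM GDP, room temperature. Fluorescence (480/540 nm) read every 5 min for 30 min; signal change normalized to 6.5 mM cAMP as full agonist.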
GLP-1R inv ag: acts as inverse agonist at human GLP-1 receptor. Potency, µM (doses to about 38.3 µM), without a hit: at the highest dose activity change, negative = inhibition, most hits filed as inhibitors. AID 624417. HEK293 GLP-1R CRE-luciferase, luminescence, 24 h; GLP-1R form is constitutively active. 410,000 tested, 1.6% active; note: potency is the fitted concentration of half-maximal effect; % is set by controls: 0 for no effect and ±100 for the full control effect; nearly all actives have a fitted effect of over 55% in size
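Inverse agonism was detected as reduced cAMP-driven luciferase luminescence after 24 h compound treatment. The cells were HEK293 clones expressing constitutively active human GLP-1R with the reporter. Reporter-only and GPR119 cell lines served as counterscreen controls.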
EPAC1 antagonist: antagonists of human EPAC1; Potency, µM (titrated, usually from 115 µM), inactives show top-dose activity change, negative = inhibition, hits mostly inhibitors; 360,000 tested, 0.14% active; EPAC1 GEF assay, Rap1b-BODIPY-GDP exchange fluorescence; O95398; AID 720709;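 note: potency is the fitted concentration of half-maximal effect; plate controls were vehicle for no effect and positive control for full effect; nearly all actives have a fitted effect of over 50% in size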
Active calls of the source: *; i = inactive; u = inconclusive; x = no result given; & = joins results of further samples; [ ] = another dose, or the depositor's remark. Unless noted, calls come from the whole dose curve; as a rule, active = well fitted curve in the direction sought with a large enough effect; inconclusive = small, poorly fitted or top-dose-only effect, or another doubt; inactive = no such curve, though single readings can be large; an effect the other way counts as inactive or inconclusive.

SMILES	PTHR1 ag	PI5P4Ka inh	PLK1 PBD block	GLP-1R agonist	IL2 activator	GLP1R cytotox	EPAC1 agonist	GLP-1R inv ag	EPAC1 antagonist
Cc1c(OCc2ccc([N+](=O)[O-])cc2)ccc2c3c(c(=O)oc12)CCC3	-16%	-9	-9%	6%	-1.5	-4%	5%	45%[activator]	-18%
CCN(CC)S(=O)(=O)c1ccc2oc(C(=O)NCCN3CCOCC3)c(C)c2c1	i	3	27µM*	7%	-3.0	2%	-12%	3%	4%
O=C(N/N=C/c1coc2ccccc2c1=O)c1ccncc1	i	-16	-21%	0%	-3.1	-1%	-4%	-11%	-18%
COC(=O)[C@@]1(Cc2ccc(F)cc2)[C@H]2c3cc(C(=O)N(C)C)n(C[C@H](O)CO)c3C[C@H]2CN1C(=O)c1ccccc1	-24%	-11	-3%	-3%	-0.5	u	7%	22%	2%
CCOc1cccc(C2CC(=O)Nc3cc(OC)c(OC)cc32)c1 (stereo not given)	-16%	7	-15%	25%	-1.4	0%	-12%	54%[activator]	-9%
COc1ccc(N2CCN(C(=O)COc3ccc(Cl)cc3Cl)CC2)cc1	-20%	18	-7%	12%	-0.5	10%	16%	u	-18%
CCOc1ccccc1/C=C(/NC(=O)c1ccccc1)C(=O)N(CC)CC	i	-3	-1%	8%	-1.0	-5%	-1%	8%	1%
COCCCN1C(=O)C(=O)/C(=C(/O)c2ccc(S(=O)(=O)N3CCOCC3)cc2)C1c1ccc(F)cc1 (stereo not given)	-30%	0	1%	1%	0.7	-2%	2%	-12%	9%
O=C(NNC(=O)c1cccs1)c1ccncc1	i	1	-9%	5%	2.1	2%[7.66 µM]	-4%	4%[7.66 µM]	-12%
O=C1C(Oc2ccc(Cl)cc2)C(c2ccc3c(c2)OCO3)N1CC1CCCO1 (stereo not given)	-30%[inhibitor]	0	-3%	13%	-0.1	-2%	2%	u	-11%
CC1CCCCC1NC(=O)Cc1ccc(S(=O)(=O)N2CCOCC2)s1 (stereo not given)	-24%	1	-2%	-9%	-0.2	-2%	14%	-9%	2%
Cc1cc(C)c(C(=O)C(C)OC(=O)c2ccccn2)cc1C (stereo not given)	-10%	10	-6%	-5%	2.2	3%	-16%	3%	-11%
COc1ccc(/C=C2\CCn3c2nc2cc(C(=O)O)ccc2c3=O)cc1O	26%	-54*	2%	-8%	0.2	4%	-12%	6%	-16%
COc1ccc(-c2nnc(-c3cccnc3)o2)cc1OC	-28%[57.5 µM]	x	-9%	u	-1.8	-4%	-8%	31%	10%
CCOC(=O)NC(=O)CSc1nc(-c2ccc(C)c(C)c2)cn1-c1ccccc1	-15%	-5	-6%	7%	-1.0	-4%[1.53 µM]	-3%	u	-1%
O=C1CC(c2ccc(F)cc2)CC(O)=C1C=NCCN1CCNCC1 (stereo not given)	i	0	-15%	-9%	-0.9	-15%	18%	3%	0%
COc1ccc(NC(=O)CSc2ncccc2C(=O)OC(C)C)cc1OC	-88%[inhibitor]	x	-8%	23%	-1.0	8%	12%	0%	-1%
CS(=O)(=O)N(CCC(=O)O)Cc1ccccc1	i	-5	-9%	-1%	-1.1	8%	8%	18%	1%
CC(C)(C)OC(=O)CNC(=O)c1[nH]cnc1C(=O)NCCCCCN	i	2	-6%	-4%	0.6	-10%	-20%	8%	-8%
O=C(O)c1ccc(-c2sc(Nc3ccccc3)n[n+]2-c2ccc(F)cc2)cc1	-6%	-18	-30%	-2%	0.6	0%	-3%	13%	-4%
COc1ccc(NS(=O)(=O)c2ccc3oc(SC)nc3c2)cc1	-17%	0	21µM*	8%	-4.0	-13%	-4%	u	u
CCCCNC(=O)NNC(=O)c1cc(C)on1	-35%[inhibitor]	3	-1%	-1%	2.0	19%	4%	34%	0%
Cn1c(=O)c2c([nH]c(OCc3ccc(Cl)cc3Cl)[n+]2Cc2ccc(F)cc2)n(C)c1=O	-13%	-3	-12%	1%	-0.6	0%	8%	-15%	u
O=C(Nc1cccc2ccccc12)c1csc([C@@H]2O[C@H](CO)[C@@H](O)[C@H]2O)n1	i	-8	3%	-4%	0.2	-7%	-17%	7%	14%
COc1ccc(/C(N)=N/OC(=O)N2CCOCC2)cc1	-12%	-10	-8%	4%	-1.8	u	-2%	u	24%
CN(C)c1ccc(/C=N/N(CCC(=O)NC(C)(C)C)C2=NS(=O)(=O)c3ccccc32)cc1	-19%	15	-9%	6%	0.9	0%	6%	8%	-28%
CCCN1CCN(C(=O)c2ccc3[nH]c(C)c(C)c3c2)CC1	0%	-10	-4%	-2%	-1.0	-4%	-3%	16%	8%
Cc1cccc(OC(=O)n2c(=S)oc3cc(Cl)ccc32)c1	-23%	-23	30µM*	2%	-0.3	-1%	-9%	8%	1%
Cc1noc(C)c1NC(=O)N(C)C[C@@H]1Oc2cc(Br)ccc2S(=O)(=O)N([C@@H](C)CO)C[C@H]1C	i	0	3%	-2%	0.2	-17%	2%	11%	-1%
CCOC(=O)c1cn(CC)c2cc3c(cc2c1=O)OCO3	-15%	2	0%	-2%	0.2	5%	-7%	10%	8%
COc1ccc2c(Cl)c(C(N)=O)sc2c1	i	1	-3%	14%	-2.5	-18%	-6%	-3%	0%
Cc1c(CNC(=O)c2nn3c(c2Cl)NC(c2ccccc2)CC3C(F)(F)F)cnn1C (stereo not given)	i	x	1%	-6%	-2.0	-4%	2%	u	3%
CC1(C(=O)NS(=O)(=O)c2ccccc2Cl)CCN1C(=O)Cc1cc(F)ccc1F (stereo not given)	i	0	4%	0%	0.3	0%	-8%	-25%	8%
O=[N+]([O-])c1cc2c(cc1/C=N/Nc1nc(N3CCCC3)nc(N3CCCC3)n1)OCO2	i	0	-9%	7%	1.1	-9%	8%	7%	-5%
CC(=O)N1CC2(C)CN(C(C)=O)CC(C)(C1)C2=O	i	-1	-5%	-9%	1.0	3%	4%	6%	11%
CCc1cc2c(CN3CCN(C)CC3)cc(=O)oc2cc1O	-7%[57.5 µM]	2	-13%	-8%	2.0	x	0%	12%	-10%
CCc1ccc(C(=O)COC(=O)c2ccc(-c3nnc(-c4ccccc4)o3)cc2)cc1	i	-2	-9%	-14%	-0.7	10%	-1%	32%	5%
O=C(CCC1CCCC1)N1CCN(C(=O)c2cccnc2)CC1	-3%[57.5 µM]	x	0%	3%	-2.3	-3%	-2%	-7%	6%
CCOC(=O)c1cc(-c2cccs2)[nH]n1	4%	9	-3%	26%	-1.9	1%	3%	47%[activator]	-20%
Cc1cccc(OCCNC(=S)NC(=O)c2cncc(Br)c2)c1	0%	10	-3%	-18%	0.5	-3%	15%	11%	-10%
S=c1[nH]nc(COc2ccc3ccccc3c2)o1	-24%[57.5 µM]	u	u	-9%	-0.2	-14%	3%	10%	9%
O=C(C1CC1)N1CCc2cc(Br)cc(S(=O)(=O)NCC3COc4ccccc4O3)c21 (stereo not given)	i	1	1%&-14%	5%	-0.6	-26%	9%	-10%	-6%
COc1cc(NC(=O)CCN2CCN(C)CC2)cc(OC)c1	i	-2	-8%	u	4.7	-2%	5%	15%	5%
CCOC(=O)c1c(C)[nH]c(C)c1S(=O)(=O)N(C)CC(=O)Nc1cccc(F)c1	-36%[inhibitor]	4	3%	8%	0.7	-4%	-2%	-4%	-25%
COCC(=O)Nc1nnc(COc2ccccc2)s1	i	1	-5%	2%	-2.4	65%[activator]	-8%	2%	0%
N#CC1=C(N)Oc2c(oc(CO)cc2=O)C12C(=O)Nc1ccc(Cl)cc12 (stereo not given)	i	3	-3%	-10%	-1.9	1%	4%	-5%	3%
Cc1ccc(-c2cc(C(=O)N/N=C/c3cccnc3)c3ccccc3n2)cc1C	-79%[inhibitor]	-1	6%	-4%	-0.2	-7%	0%	u	-5%
CC1=C/C(=C(/c2ccc(O)c(C)c2)c2ccccc2S(=O)(=O)O)C=CC1=O	-11%	-4	-8%	0%	-0.7	u	-10%	-8%	-6%
C[C@@H]1C=C(C(=O)NCc2ccccc2)O[C@H](OCc2ccc(CO)cc2)C1	0%	-7	-3%	13%	-0.6	-3%	7%	5%	-8%
O=C(Nc1ccc(F)cc1)c1sc2cc(C(F)(F)F)cnc2c1-c1cccs1	i	-1	-5%	-4%	0.0	202%[activator]	3%	-31%	0%
Continued.
SMILES	PTHR1 ag	PI5P4Ka inh	PLK1 PBD block	GLP-1R agonist	IL2 activator	GLP1R cytotox	EPAC1 agonist	GLP-1R inv ag	EPAC1 antagonist
Cc1cc(C)c([N+](=O)[O-])cc1-c1ccc(/C=N/NC(=O)c2nonc2N)o1	i	-14	0%	-8%	0.0	-16%	-1%	8%	3%
Cc1ccnc(NS(=O)(=O)c2ccc(NC(=O)C3CC3)cc2)n1	i	-5	-5%	-3%	-0.7	23%	-15%	29%	4%
O=C(CN1C(=O)NC(CCc2ccccc2)C1=O)NC1CC1 (stereo not given)	-25%	-6	-12%	0%	0.6	-3%	3%	6%	-6%
CC1(C(=O)OCC(=O)Nc2cccc(S(=O)(=O)NC3=NCCCCC3)c2)CC1(Cl)Cl (stereo not given)	-12%	0	-6%	-1%	-1.2	2%	1%	-2%	3%
O=C(CN(C(=O)CNC(=O)c1cccs1)c1ccc(F)cc1)NC1CCCC1	i	0	-1%	8%	-0.4	-2%	-7%	16%	u
CCOC(=O)c1c(C)[nH]c(C(=O)OCC(=O)NCCc2ccc(OCC)c(OCC)c2)c1C	-25%	0	-5%	0%	-0.9	-1%	-6%	3%	-2%
COc1ccc(OC)c(Nc2nnc(C)c(=O)[nH]2)c1	i	0	-8%	7%	1.8	4%	2%	23%	10%
O=C(NC(=S)N1CCN(CCO)CC1)C12CC3CC(CC(C3)C1)C2	i	-4	-10%	-4%	-3.0	-8%	7%	-5%	8%

Compound activity: PubChem, National Center for Advancing Translational Sciences (NCATS)

A portion of the library. The share of hits here may be higher or lower than overall.
